Screening results as filed in PubChem.
hgDAF12 agonist: H. glycines DAF-12 receptor agonists, primary screen, cell-based, luminescence, HEK293, GAL4 fusion, UAS-luciferase; Nuclear hormone receptor DAF-12 (Heterodera glycines), GAL4 fusion; HEK293 GAL4-hgDAF12 UAS-luciferase reporter, agonist luminescence; normalized to butyrate control; activation, % at 6.8 µM; 370,000 compounds, 1.8% hits; AID 687014, 2013;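 active means activation above a cutoff set at the mean of all screened compounds plus 3 SD, cut at about 10% in these data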;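 further: 0% = DMSO wells and 100% = sodium butyrate wells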
ssDAF12 agonist: S. stercoralis DAF-12 nuclear receptor activators, primary screen, cell-based, luminescence, HEK293, GRIP1 co-expression, lit1-tk-luc. HEK293 ssDAF-12/GRIP1 lit1-tk-luc reporter; % of 3 µM dafachronic acid response. 370,000 compounds, 1% hits. AID 652126, 2013. Nuclear hormone receptor DAF-12 (Strongyloides stercoralis). activation, % at 6.8 µM;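 active means activation above the mean over all tested compounds plus 3 SD, cut at about 0.9% in these data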;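 further: 0% = DMSO-only wells and 100% = 3 µM delta7-dafachronic acid wells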
HGIII-sPLA2 inh: human group III sPLA2 inhibitors, primary screen, biochemical, QFRET, BODIPY PC-A2 liposome substrate | 370,000 compounds, 0.56% hits | inhibition, % at 12.2 µM | QFRET BODIPY PC-A2 liposome hydrolysis, fluorescence;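 active means inhibition above mean plus 3 SD of compounds lying within the high and low control bounds, cut at about 19% in these data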;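 further: 0% = median of test compound wells and 100% = no enzyme DMSO wells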
GAA850 FXN act: FXN promoter activators, primary screen, cell-based, luciferase luminescence, HEK293 lucGAA850. HEK293 lucGAA850 FXN promoter luciferase reporter, 24 h; percent of 10 µM SAHA response. activation, % at 6 µM. 360,000 compounds, 0.56% hits. AID 540364, 2011;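 active means activation above the average of all compounds screened plus 3 SD, cutoff fixed separately per campaign, cut at about 7.5% in these data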;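 further: 0% = DMSO wells and 100% = 10 µM SAHA wells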
PG9 Ab binder: binders of HIV-1 gp120 antibody PG9, primary screen, biochemical, TR-FRET; TR-FRET gp120-PG9 antibody binding; inhibition, % at 6.7 µM; 360,000 compounds, 0.43% hits; in the data active means inhibition above about 8.5%
Rev-erbA mod: modulators of Rev-erb alpha DNA binding, primary screen, biochemical, FITC-DNA, fluorescence polarization, uHTS; Rev-erbα–FITC-DNA binding, 90 min; activity, % at 10 µM; Nuclear receptor subfamily 1 group D member 1 (Homo sapiens), P20393; 370,000 compounds, 0.79% hits;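 active means activity above about 14%, limit read from the data; passing the limit was not always enough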;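 further: 0% = DMSO wells with 35 nM protein and 100% = DMSO wells with 750 nM protein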
Target sequence (P20393 whole entry, looked up): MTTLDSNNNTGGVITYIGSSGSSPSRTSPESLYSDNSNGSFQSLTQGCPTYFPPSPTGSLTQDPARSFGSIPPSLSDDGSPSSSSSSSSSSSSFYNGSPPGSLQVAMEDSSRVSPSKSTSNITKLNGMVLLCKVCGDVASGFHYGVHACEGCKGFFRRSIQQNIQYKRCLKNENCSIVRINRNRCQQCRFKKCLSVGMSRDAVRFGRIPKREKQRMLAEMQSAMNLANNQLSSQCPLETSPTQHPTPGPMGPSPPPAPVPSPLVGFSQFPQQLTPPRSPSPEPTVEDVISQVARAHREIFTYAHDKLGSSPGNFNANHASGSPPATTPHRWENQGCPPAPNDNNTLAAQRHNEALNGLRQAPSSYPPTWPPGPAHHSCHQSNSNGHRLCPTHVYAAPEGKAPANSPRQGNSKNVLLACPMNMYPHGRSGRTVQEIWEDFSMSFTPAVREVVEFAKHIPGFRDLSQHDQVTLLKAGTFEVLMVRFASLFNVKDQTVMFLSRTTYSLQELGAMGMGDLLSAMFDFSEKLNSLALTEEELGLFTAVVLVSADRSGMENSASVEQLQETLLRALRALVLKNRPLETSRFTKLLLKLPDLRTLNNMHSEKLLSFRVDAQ
PLCb3 inh: human PLC-beta3 inhibitors, primary screen, biochemical, fluorescence | Purified PLC-beta3, fluorogenic substrate | 370,000 compounds, 0.18% hits | inhibition, % at 12.2 µM | 1-phosphatidylinositol 4,5-bisphosphate phosphodiesterase beta-3 (Homo sapiens), Q01970; in the data active means inhibition above about 11%;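 further: 0% = median of compound wells on plate and 100% = full blocker control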
DAX1 inh-1: DAX1 (NR0B1) inhibitors, primary screen, cell-based, HEK293, Gal4-DAX1, luciferase luminescence | HEK293 Gal4-DAX1 luciferase reporter | inhibition, % at 6.75 µM | AID 504766, 2011 | 340,000 compounds, 0.99% hits | Nuclear receptor subfamily 0 group B member 1 (Homo sapiens), P51843;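 active means inhibition above the mean over all tested compounds plus 3 SD, cut at about 4.2% in these data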;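 further: 0% = DAX1-transfected cells with DMSO and 100% = empty-vector control cells with DMSO; inhibition shows as a rise in luminescence from relieved DAX1 repression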
Target sequence (P51843 207-470 limits assumed): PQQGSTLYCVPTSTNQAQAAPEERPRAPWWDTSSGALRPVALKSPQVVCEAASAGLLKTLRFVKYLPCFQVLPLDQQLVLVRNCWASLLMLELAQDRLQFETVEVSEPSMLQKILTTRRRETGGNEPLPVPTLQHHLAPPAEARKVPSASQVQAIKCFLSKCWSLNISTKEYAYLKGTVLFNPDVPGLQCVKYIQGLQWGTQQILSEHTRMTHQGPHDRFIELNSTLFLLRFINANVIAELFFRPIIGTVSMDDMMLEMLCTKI
DAX1 inh-2: DAX1 (NR0B1) inhibitors on StAR promoter, primary screen, cell-based, luminescence, SF-1 (NR5A1), full-length DAX-1; HEK293T StAR-luciferase reporter, SF-1/DAX-1 repression relief; inhibition, % at 6.8 µM; 370,000 compounds, 1.1% hits; AID 652010, 2013;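 active means inhibition above the mean over all tested compounds plus 3 SD, cut at about 3.6% in these data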;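 further: 0% = DAX-1 cells with DMSO and 100% = cells lacking DAX-1 with DMSO; higher inhibition means more luminescence from relief of DAX-1 repression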
hcDAF12 agonist: H. contortus DAF-12 nuclear receptor activators, primary screen, cell-based, luminescence, HEK293, lit1-tk-luc reporter | HEK293 hcDAF-12 lit1-tk-luc reporter; 0% DMSO, 100% Δ7-dafachronic acid | activation, % at 6.8 µM | 370,000 compounds, 1.4% hits;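 active means activation above the mean of all tested compounds plus 3 SD, cut at about 5.5% in these data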;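 further: 100% = response to 3 µM Δ7-dafachronic acid high control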
SMARCA2 act: SMARCA2 (BRM) function activators, primary screen, cell-based, luminescence, high throughput; AID 652017, 2013; 370,000 compounds, 1% hits; activation, % at 9.1 µM; MG213 cells, MMTV-luciferase reporter, dexamethasone, overnight; in the data active means activation above about 7.8%;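 further: 0% = vehicle wells and 100% = reference activator wells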
Starred values were filed as active, the others as inactive; / = no result given. This is a random part of the collection; about 7% have a hit in one of these screens.

SMILES	hgDAF12 agonist	ssDAF12 agonist	HGIII-sPLA2 inh	GAA850 FXN act	PG9 Ab binder	Rev-erbA mod	PLCb3 inh	DAX1 inh-1	DAX1 inh-2	hcDAF12 agonist	SMARCA2 act
COc1cc(OC)c(S(=O)(=O)NC(C)C)cc1S(=O)(=O)NC(C)C	-0.1	-1.4	6.5	0.5	-0.7	-2.4	4.6	-0.1	0.5	-0.7	-4.6
CCOC(=O)c1ccccc1NC(=O)CSc1nc(N)cc(N)n1	-1.1	-1.5	4.3	-1.4	1.2	-2.1	5.4	1.1	0.4	-1.7	0.1
O=C1CCCc2[nH]c(-c3ccccc3)nc21	1.6	-1.1	1.2	2.5	-1.4	3.8	4.1	3.1	0.3	1.1	2.0
Cc1ccc(OCC(=O)Nc2cc(S(=O)(=O)N3CCOCC3)ccc2Cl)c([N+](=O)[O-])n1	-1.2	-1.7	11.4	1.1	0.2	0.2	-11.5	-0.8	0.7	-0.5	-2.1
COc1cccc(NC(=O)C(=O)N/N=C/c2ccc3c(c2)OCO3)c1	2.5	-1.0	4.4	2.3	1.7	-1.3	-5.1	-0.2	0.5	0.3	-2.9
O=C(O)c1cc(-c2cccs2)nc2ccc(F)cc12	4.9	0.3	-0.7	1.1	4.2	-1.0	-428.7	0.0	0.1	1.4	-1.1
COc1ccc(CN2CCNC(=O)C2CC(=O)O)cc1OC (stereo not given)	1.9	-1.1	6.6	1.5	-1.0	-2.2	1.3	0.7	0.7	-1.4	12.4*
C[n+]1cc(C(O)(c2ccccc2)c2ccccc2)n2ccccc21	0.0	-0.9	5.2	/	/	-3.2	2.0	/	/	-1.0	/
COc1ccc(-c2[nH]ncc2N=Nc2cc(C)cc(C)c2)cc1	3.2	-1.5	-23.4	-0.9	-1.4	6.3	2.1	-0.9	-0.7	-1.6	-4.3
CC(C)C(c1nnnn1C(C)(C)C)N1CCOCC1 (stereo not given)	0.4	-0.9	-1.7	-0.2	1.2	-3.0	-0.5	-0.1	0.0	-2.5	-0.6
COc1ccc(-c2nnn(CC(=O)NCc3ccc4c(c3)OCO4)n2)cc1OC	3.4	-1.2	0.3	0.4	-0.8	7.8	1.6	0.2	0.1	-1.3	-0.4
O=C(NCc1ccccc1)c1c(Cl)nc(Cl)c(Cl)c1Cl	-3.7	-1.2	7.3	0.2	1.4	3.7	8.4	-4.5	-1.2	-2.1	6.5
CC(NC(=O)/C(=C/c1ccc2c(c1)OCO2)NC(=O)c1cccc([N+](=O)[O-])c1)C(=O)O (stereo not given)	-0.7	-0.8	-3.1	-0.3	-2.4	-0.9	3.8	0.6	-0.4	0.0	-0.6
O=C1CSc2ccc(C(=O)N3CCCC(C(=O)N4CCCC4)C3)cc2N1 (stereo not given)	0.9	-0.7	5.2	/	/	-2.0	3.4	/	-0.3	-0.7	-4.3
COc1ccc(NC(=S)NC(=O)/C=C/c2cccs2)cc1	-1.1	-1.8	6.1	2.1	-1.6	-1.2	2.0	0.6	-0.4	-0.7	0.2
Cc1nn(CC(=O)NCC(C)c2ccccc2)c(=O)c2cc(-c3ccccc3)nn12 (stereo not given)	1.2	-0.8	1.9	-1.0	1.1	-2.6	-1.8	-0.1	-0.4	-0.9	-0.4
CCn1cc(CNc2nc3nonc3nc2N2CCCCC2)cn1	-2.9	-1.0	0.2	0.6	0.2	-2.1	-7.3	-1.1	-0.3	-1.1	-3.6
COc1ccc(-c2ccc(C(=O)Nc3cccc(C(F)(F)F)c3)c3occc23)c(C)c1	-0.1	-1.0	1.5	-1.7	-1.2	-2.5	-22.2	/	-1.4	-2.0	-2.2
CCOc1ccc(NC(=O)Cc2ccccc2)cc1	8.4	-0.4	15.1	8.4*	-0.3	-2.4	-6.8	0.0	1.7	1.0	5.0
C/C(=N\NC(=O)c1nnn(-c2nonc2N)c1CN(C)c1ccccc1)c1ccc(O)cc1	-3.0	-1.2	-3.1	-1.7	-2.3	1.8	-9.7	-0.6	-1.4	0.4	-2.7
CCOC(=O)c1cc(-c2ccccc2)n(CC(=O)Nc2cccc(OC)c2)c1C	-3.6	-1.3	-18.3	2.3	-0.1	-2.6	4.6	-0.2	0.1	-0.7	-1.2
O=c1c2ccccc2nc2n1CCCS2	-3.0	-0.7	18.2	3.0	1.5	3.7	-18.1	0.3	-0.3	-1.9	-1.4
O=C(NCCCN1CCOCC1)c1ccc(-n2nc(C(F)(F)F)cc2-c2cccs2)cc1	6.7	-2.0	-8.1	-5.6	-1.4	-3.3	0.2	-0.9	-0.9	-2.1	-3.5
CCOC(=O)C(C(=O)OCC)C(=O)c1cccc2ccc3ccccc3c12	3.2	-0.9	-7.2	1.0	0.2	6.9	-7.8	0.4	-0.7	-0.5	-2.1
Cc1c([N+](=O)[O-])ccc(S(=O)(=O)N2CCC(C(N)=O)CC2)c1C	3.7	-1.8	9.5	1.6	0.9	5.5	0.7	-0.8	-0.3	-1.6	-2.0
CC1CCCC(NC(=S)NC(=O)c2ccco2)C1C (stereo not given)	-3.3	-1.9	11.3	0.8	1.5	-1.9	-8.9	-1.6	-1.3	-0.9	-2.8
O=C1NC(=Nc2cccnc2)S/C1=C\c1cccc(F)c1	-0.1	-1.4	-5.5	1.1	-2.2	-7.2	-10.2	0.6	0.5	0.0	-3.8
CCCCCN(C(=O)CCC(=O)OCCOc1cccc(Cl)c1)c1c(N)n(CCCC)c(=O)[nH]c1=O	0.1	-0.5	13.1	-0.6	2.0	1.1	-9.7	1.1	0.2	-0.7	-1.0
CCCNC(=O)CN1CCN(c2cc3ccccc3c(Cl)n2)CC1	-2.8	-0.9	-2.8	0.8	-0.5	1.3	-16.5	-1.3	-0.7	-2.4	-2.8
CCOC(=O)[C@]12CCCCC/C=C\1N(CCc1ccc(Cl)cc1)C(=O)[C@H]2CC(=O)NCc1ccc(OC)c(OC)c1	3.4	-1.5	-12.1	/	/	-3.7	3.0	/	-0.9	-2.8	-1.5
CC(NC(=O)c1ccco1)C(c1cccs1)N1CCN(c2ccccc2F)CC1 (stereo not given)	-0.2	-1.9	-3.7	-0.5	-0.9	1.8	0.4	-1.1	-2.0	-1.2	-2.5
O=C(CCCc1c[nH]c2ccccc12)NCc1ccccc1C(F)(F)F	1.1	-0.6	-52.4	-1.6	0.1	-2.3	-14.4	-0.6	-0.3	-0.9	-4.2
CC(Sc1ccccc1)C(=O)N1CCN(S(=O)(=O)c2cccc(Br)c2)CC1 (stereo not given)	-1.1	-1.6	-7.5	-1.1	-1.6	-5.0	-6.1	0.3	-0.1	-1.5	-1.9
CC(=O)NCC(=O)N(C)C(C(=O)Nc1ccc2c(c1)OCCO2)c1ccc(C)cc1 (stereo not given)	3.3	-1.0	0.3	-0.1	-0.1	-6.3	-2.3	1.1	1.8	-0.9	4.9
COCCN1C(=O)C(=O)/C(=C(/O)c2ccc(S(=O)(=O)N3CCCCC3)cc2)C1c1ccc(O)c(OC)c1 (stereo not given)	-0.3	-0.7	-2.0	-1.0	-0.8	1.7	-12.0	1.0	0.0	1.0	-3.7
CCOC(=O)CSC1=C(C#N)C(c2sccc2C)C(C(C)=O)=C(C)N1 (stereo not given)	1.1	-1.4	4.1	0.6	0.1	11.3	-11.9	0.1	-0.6	-1.6	-0.1
O=C(C(=O)N1CCOCC1)c1cn(CCOc2ccccc2)c2ccccc12	-1.1	-1.5	-6.1	1.8	-3.1	2.3	-4.0	-0.3	-1.2	-1.7	-1.0
CC(C)(C)C1CCc2c(sc3c2C(=O)NC(c2ccco2)N3)C1 (stereo not given)	0.2	-0.4	-6.9	4.1	-0.7	4.6	-54.9	1.5	-0.5	7.5*	3.9
COCc1cc(=O)[nH]c2cc(NC(=O)c3cccc(OC)c3)c(C)cc12	-1.4	-1.1	3.7	-1.7	-0.5	11.6	-45.5	-0.9	0.0	-0.6	-0.7
COc1ccc(C)cc1COC(=O)c1[nH]c(C)c(C(C)=O)c1C	-3.9	-1.5	-11.0	-0.2	-0.4	-4.4	-9.3	-1.4	-0.8	-1.1	-3.9
COc1ccc(S(=O)(=O)N2Cc3ccccc3CC2C(=O)O)cc1 (stereo not given)	2.1	-1.3	-10.9	2.7	-1.9	3.4	2.7	0.4	-0.2	0.4	-0.9
O=C(O)c1ccccc1C(=O)Nc1ccc(Br)c2cccnc12	-0.3	-0.7	2.1	-1.3	0.5	0.6	0.2	-0.7	0.4	0.7	2.1
Cc1cnc(NC(=O)c2sc(Nc3ccccc3)nc2N)o1	7.2	-1.0	0.8	2.9	-4.6	2.6	-3.1	/	0.7	1.2	3.0
CC1CCCC(NC(=O)COC(=O)c2cc3ccccc3oc2=O)C1C (stereo not given)	4.2	-0.8	-7.2	3.2	-0.9	-1.4	-26.7	2.4	3.4	3.4	-0.7
O=S1(=O)c2ccc(Br)cc2OC[C@@H](c2ccccc2)N1Cc1cn(Cc2ccccc2)nn1	2.7	-1.2	-1.4	/	/	0.4	4.9	/	-0.8	-0.6	2.6
C=CCn1cc(C(=O)OC)c(=O)c2cc(S(=O)(=O)N3CCC(C)CC3)ccc21	4.2	-0.2	10.2	2.2	-0.6	-3.8	-1.6	0.1	-0.6	-1.5	-2.7
Cn1c2c(c(=O)n(C)c1=O)C(c1ccc(C(F)(F)F)cc1)CC(=O)N2 (stereo not given)	-0.3	-1.4	0.8	1.6	0.8	-7.5	2.7	1.5	-0.1	3.4	2.2
CCOC(=O)Cn1nnnc1C(C(C)C)N(Cc1cc2c(C)cc(C)cc2[nH]c1=O)C1CCCC1 (stereo not given)	-1.6	-1.2	5.7	0.2	0.8	-3.3	-193.5	0.2	0.7	0.3	-1.2
CC(C)COC(=O)N1CCCCC1c1cc(C(=O)NCc2ccc(F)cc2)no1 (stereo not given)	-2.7	-1.4	-3.4	1.4	0.6	0.1	-0.3	/	-1.6	-2.9	-2.9
NC(=O)C1CCN(c2nc(-c3cccc(Cl)c3)cs2)CC1	2.4	-0.1	6.1	5.8	-4.4	-3.4	-4.6	1.0	1.1	0.3	6.5
Cc1noc(C)c1CSCC(=O)OCC(=O)NC1CCCCC1	2.6	-0.5	11.3	0.0	2.1	0.1	1.3	0.9	-0.6	0.6	-3.7
